MK inhibit: inhibitors of Streptococcus pneumoniae mevalonate kinase | purified MK, PK/LDH-coupled NADH absorbance 340 nm | inhibition, % at 10 µM | hit rate 0.48% among 65,000;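 active = ranked among the strongest by inhibition in the single 10 µM screen, a fixed top-ranked set picked for dose follow-up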; note: no value below 0 was filed
DPM-DC inhibit: blocks S. pneumoniae diphosphomevalonate decarboxylase. AID 556. purified DPM-DC, PK/LDH coupled NADH fluorescence. hit rate 0.49% among 65,000. calls only at 10 µM;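 active = the 320 compounds with the highest percent inhibition in the single-dose primary screen, excluding strongly autofluorescent ones, cut at about 32% in these data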;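 note: kinetic rate of NADH fluorescence loss reporting ADP formed by the decarboxylase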
Bfl-1 displacement: displacement of Bid BH3 peptide from Bfl-1 – biochemical, fluorescence polarization, FITC-Bid, mouse, primary screen (AID 432). hit rate 0.02% among 64,000. FITC-Bid BH3 peptide fluorescence polarization displacement; higher % means a stronger effect. one-dose displacement, % at 20 µM; IC50 in µM for titrated hits; in the data active = a potency from the dose series; inactive = the rest, 99 in 100 with displacement below about 15%; note: strong numbers were not always called active
TNAP inhibition: human TNAP enzyme inhibitors, biochemical, luminescent (AID 518); purified TNAP enzyme, luminescent substrate readout; higher % means a stronger effect; inhibition, % at 20 µM, or IC50 in µM where a hit was titrated; hit rate 0.09% among 64,000; in the data active = a potency from the dose series; inactive = the rest, 99 in 100 with inhibition below about 22%;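 note: plate controls were vehicle for no effect and reference inhibitor for full effect; many of its hits are not listed in these tables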
HPDE-C7K KRASV12: viability loss of HPDE-C7K cells – cell-based, fluorescence, HTS, primary screen (AID 431); one-dose cytotoxicity, % at 10 µM; EC50 in µM for titrated hits; hit rate 1.7% among 63,000; HPDE-C7K KRASV12 cells, Alamar Blue viability, 48 h; higher % means a stronger effect;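 active = compounds whose percent cytotoxicity in the single-dose primary screen, scaled between solvent and toxic-drug controls, exceeds 50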;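 note: 0% = DMSO solvent wells and 100% = doxorubicin-treated wells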
HPDE-C7 cytotoxicity: cytotoxicity in HPDE-C7 cells, cell-based, fluorescence, HTS (AID 430). cytotoxicity, % at 10 µM, or EC50 in µM where a hit was titrated. HPDE-C7 pancreatic duct cells viability, fluorescence; higher % means a stronger effect. hit rate 1.8% among 63,000;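 note: cells exposed to compound for 48 hours before viability readout; 0% = vehicle and 100% = reference cytotoxic drug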
LYP phosphatase: LYP phosphatase inhibitors, primary screen, biochemical, DiFMUP fluorescence, recombinant catalytic domain, 10 µM (AID 606); recombinant LYP catalytic domain, DiFMUP fluorescence; higher % means a stronger effect; inhibition, % at 10 µM; hits with a dose series show IC50 in µM; 52,000 tested, under 10 active;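 active = IC50 under 40 µM in the dose-response test; inactive = IC50 of 40 µM or more, or never dose-tested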
PMK inhibit: inhibitors of Streptococcus pneumoniae phosphomevalonate kinase. hit rate 0.49% among 65,000. purified PMK, PK/LDH-coupled NADH absorbance 340 nm. inhibition, % at 10 µM;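 active = top-ranked compounds by inhibition in the single 10 µM screen, taking a fixed number of the strongest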;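 note: 0% = full reaction with DMSO carrier and 100% = background rate without enzyme reaction; no value below 0 was filed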
HT1080 viability: cytotoxicity in HT1080 fibrosarcoma cells, cell-based, fluorescence readout (AID 620); HT1080 viability, fluorescence; higher % means a stronger effect; cytotoxicity, % at 10 µM; hits with a dose series show EC50 in µM; hit rate 0.42% among 87,000;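 note: cells exposed to compound overnight then 4 h with Alamar Blue; 0% = vehicle DMSO and 100% = killing control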
PMK inhibit pilot replicates: second read-out of PMK inhibit, no call of its own (marks repeat the call); inhibition, %; measured here: pilot screen replicates
MK inhibit pilot replicates: recorded beside MK inhibit, whose call it bears; inhibition, %; measured here: pilot screen replicates
DPM-DC inhibit pilot screen %: recorded beside DPM-DC inhibit, whose call it bears; inhibition, %; measured here: pilot screen trials
Starred values were filed as active, the others as inactive; i = inactive; . = not tested or not shown. Cut-off read from the data, not from the text of the source, unless noted: active = cytotoxicity above about 50%; inactive = the rest.

The first 6 records, to show the layout:
SMILES | MK inhibit | DPM-DC inhibit | Bfl-1 displacement | TNAP inhibition | HPDE-C7K KRASV12 | HPDE-C7 cytotoxicity | LYP phosphatase | PMK inhibit | HT1080 viability | others
CCCCOC(=O)Nc1ccc(C(=O)OC)cc1 | 11 | i | -7% | 10% | -5% | 3% | . | 0 | 4%
O=C(CNS(=O)(=O)c1cccs1)N1CCc2ccccc2C1 | 1 | i | -11% | 12% | -3% | -15% | -2% | 6 | 5%
Cc1cc(C)c2nc(NC3=NCN(CCN4CCOCC4)CN3)nc(C)c2c1 | 12 | i | 3% | 6% | -2% | -8% | 4% | 15 | -3%
CCN1C2=NCCCN2c2ccccc21 | 0 | i | -7% | 9% | . | . | 0% | 10 | -3%
O=C(CSc1ncn[nH]1)c1ccco1 | 6 | i | -6% | 11% | -15% | -8% | 11% | 4 | -4% | PMK inhibit pilot replicates=0.0;MK inhibit pilot replicates=1.0;DPM-DC inhibit pilot screen %=1.0
Cc1ccc(-c2nnn(Cc3nc4ccccc4s3)n2)cc1 | 6 | i | -5% | 9% | -9% | -15% | 13% | 0 | -2%

The listing (from the top)
SMILES | MK inhibit | DPM-DC inhibit | Bfl-1 displacement | TNAP inhibition | HPDE-C7K KRASV12 | HPDE-C7 cytotoxicity | LYP phosphatase | PMK inhibit | HT1080 viability | others
CCCCOC(=O)Nc1ccc(C(=O)OC)cc1 | 11 | i | -7% | 10% | -5% | 3% | . | 0 | 4%
O=C(CNS(=O)(=O)c1cccs1)N1CCc2ccccc2C1 | 1 | i | -11% | 12% | -3% | -15% | -2% | 6 | 5%
Cc1cc(C)c2nc(NC3=NCN(CCN4CCOCC4)CN3)nc(C)c2c1 | 12 | i | 3% | 6% | -2% | -8% | 4% | 15 | -3%
CCN1C2=NCCCN2c2ccccc21 | 0 | i | -7% | 9% | . | . | 0% | 10 | -3%
O=C(CSc1ncn[nH]1)c1ccco1 | 6 | i | -6% | 11% | -15% | -8% | 11% | 4 | -4% | PMK inhibit pilot replicates=0.0;MK inhibit pilot replicates=1.0;DPM-DC inhibit pilot screen %=1.0
Cc1ccc(-c2nnn(Cc3nc4ccccc4s3)n2)cc1 | 6 | i | -5% | 9% | -9% | -15% | 13% | 0 | -2%
CCN(CCCNC(=O)CC1Oc2ccc(C)cc2NC1=O)Cc1ccccc1 (stereo not drawn) | 17 | i | -1% | 14% | 12% | 8% | 10% | 1 | -3% | PMK inhibit pilot replicates=0.5;MK inhibit pilot replicates=1.0;DPM-DC inhibit pilot screen %=0.0
CC(C)(C)OC(=O)NCC(=O)N1CCC(C(=O)O)CC1 | 8 | i | -1% | 11% | -8% | -1% | . | 13 | 15%
COc1cc(C(=O)NCC(c2cccnc2)N2CCN(c3ccccc3)CC2)cc(OC)c1OC (stereo not drawn) | 4 | i | 11% | 6% | -1% | -1% | -7% | 0 | 1%
COc1cccc(C(=O)N(CN2CCCC2=O)c2cc(C)on2)c1 | 8 | i | -2% | 7% | -4% | -3% | 16% | 11 | 32%
CCOc1ccc(N2CC(C(=O)NCCc3ccc(OC)c(OC)c3)CC2=O)cc1 (stereo not drawn) | 2 | i | -1% | 10% | 7% | 6% | 12% | 20 | -10% | PMK inhibit pilot replicates=3.0;MK inhibit pilot replicates=0.0;DPM-DC inhibit pilot screen %=0.5
CCCn1c(NCc2ccco2)nc2ccccc21 | 13 | i | 5% | 3% | -4% | 2% | 12% | 11 | 2%
COc1ccc(C(=O)CSc2nnc(C(CO)NC(=O)c3ccc(OC)cc3)n2C)cc1 (stereo not drawn) | 7 | i | 7% | 9% | -4% | -1% | 10% | 9 | -7%
CCOC(=O)c1cnc2sc3c(n2c1=O)CCCC3 | 3 | . | -5% | 14% | 2% | -12% | . | 15 | -2%
Cn1c(-c2nonc2NC(=O)c2ccc(C(C)(C)C)cc2)nc2ccccc21 | 0 | i | -6% | 10% | 2% | 0% | 11% | 10 | -1%
O=S(=O)(c1ccccc1)N1CCN(Cc2cccc(Cl)c2)CC1 | 5 | i | -1% | 10% | -2% | -4% | 15% | 11 | 7%
O=C(CSc1nnc(-c2ccccn2)n1Cc1ccccc1)Nc1ccc2c(c1)OCO2 | 5 | i | 1% | 7% | 1% | 7% | . | 14 | 3%
CCn1c(SCC(=O)Nc2ccc3c(c2)OCO3)nc2c1c(=O)n(C)c(=O)n2C | 7 | i | -2% | 1% | -10% | -19% | . | 6 | 7%
O=C(CN(c1ccc2c(c1)OCCO2)S(=O)(=O)c1ccccc1)Nc1ccc2c(c1)OCO2 | 6 | i | -1% | 19% | 18% | -2% | 5% | 7 | -3%
O=c1cc(N2CCN(c3ccccc3F)CC2)[nH]c(=O)n1-c1ccc(Br)cc1 | 3 | i | 0% | 3% | 10% | 0% | 1% | 0 | -1%
COc1ccc(Cl)cc1S(=O)(=O)N1CCN(c2ccc(F)cc2)CC1 | 1 | i | 1% | 11% | -12% | -15% | 3% | 18 | -7% | PMK inhibit pilot replicates=0.0;MK inhibit pilot replicates=2.5;DPM-DC inhibit pilot screen %=5.5
O=C(c1cccnc1)N1CCN(S(=O)(=O)c2ccc(S(=O)(=O)N3CCCC3)cc2)CC1 | 7 | i | -2% | 11% | -13% | -14% | . | 8 | 17%
O=C1CC(=O)N(Cc2ccco2)C(=O)N1 | 5 | i | 9% | 14% | -2% | -11% | -3% | 0 | 6%
COc1ccc(N2CCN(C(=O)c3ccc(OCC4CCCO4)cc3)CC2)cc1 (stereo not drawn) | 2 | i | 2% | 0% | 18% | 4% | . | 0 | -2%
CCCCn1c(SCC(=O)NCC2CCCO2)nc2ccc(N3CCOCC3)cc2c1=O (stereo not drawn) | 5 | . | 1% | 9% | 5% | -7% | 1% | 6 | 0%
COC(=O)CC1C(=O)NCCN1C(=O)c1ccccc1 (stereo not drawn) | 0 | i | -6% | 1% | -20% | -26% | -11% | 1 | -2%
COc1ccc(C2/C(=C(\O)c3ccc4c(c3)OCCO4)C(=O)C(=O)N2CCCN(C)C)cc1 (stereo not drawn) | 3 | i | 2% | 2% | -13% | -13% | -11% | 0 | 15%
c1ccc(-c2nc(NCCCN3CCOCC3)c3ccccc3n2)cc1 | 5 | i | -9% | 4% | 6% | 1% | . | 2 | 12%
CCOc1ccc(N(Cc2cc3cc(OC)ccc3[nH]c2=O)C(=O)C2CCCO2)cc1 (stereo not drawn) | 1 | i | -2% | 6% | -23% | -18% | . | 0 | 11%
COc1ccc(N(CC(=O)NCCSC(C)(C)C)S(C)(=O)=O)c(OC)c1 | 11 | i | 2% | 4% | -21% | -49% | . | 0 | 2% | PMK inhibit pilot replicates=6.0;MK inhibit pilot replicates=3.5;DPM-DC inhibit pilot screen %=1.5
COc1cc(NS(C)(=O)=O)c(OC)cc1NC(=O)c1ccccc1 | 3 | i | -5% | 5% | 12% | 1% | -3% | 5 | -5%
C=CCc1c(C)nn(CC(=O)O)c1-c1ccccc1 | 8 | i | -1% | 9% | -14% | -11% | 5% | 2 | 1%
O=c1[nH]ncc2c3ccccc3n(Cc3ccccc3)c12 | 7 | i | -11% | 4% | -26% | -8% | 10% | 8 | 2%
O=C(c1ccccc1F)N1CCN(Cc2cccc(Cl)c2)CC1 | 32 | i | 3% | 3% | -12% | -15% | 13% | 1 | -2% | PMK inhibit pilot replicates=0.0;MK inhibit pilot replicates=0.0;DPM-DC inhibit pilot screen %=1.0
COc1cccc(CNC(=O)C2CCCN(S(=O)(=O)c3cnc[nH]3)C2)c1 (stereo not drawn) | 3 | i | -1% | 5% | -12% | -7% | . | 2 | -6%
CCOC(=O)c1sc(NC(=O)c2ccco2)nc1-c1ccccc1 | 10 | i | 8% | 2% | -7% | -8% | 9% | 13 | 3%
CCOC(=O)c1oc2cc(O)c(CC)cc2c(=O)c1-c1ccc2c(c1)OCCO2 | 1 | i | -12% | 6% | 0% | 0% | . | 9 | 4%
CCc1ccccc1NC(=O)CC1S/C(=N\c2nccs2)N(CC)C1=O (stereo not drawn) | 5 | i | -3% | 23% | -15% | -14% | . | 15 | -5%
COC(=O)c1ccc(-c2nc(O)c3cnccn23)cc1 | 0 | i | -2% | 18% | -13% | 2% | . | 8 | 3%
CC(C)C(=O)Nc1cccc(NC(=O)c2cc3ccccc3o2)c1 | 8 | i | 2% | 0% | -9% | -1% | . | 9 | 12%
CC(C)c1ccc(NC(=O)c2cccnc2)cc1 | 0 | i | -7% | 10% | 12% | 2% | 12% | 3 | 8%
Cc1ccc(-n2c(SCc3nnc4n3CCC4)nnc2-c2ccccc2)cc1 | 3 | i | . | . | . | . | 11% | 5 | 4%
N#Cc1c(-c2ccco2)cc(C2CC2)nc1N | . | . | 2% | 2% | 12% | 6% | 7% | 12 | -13%
N#CCCN(CCC#N)C(=O)c1ccc2c(c1)OCO2 | 0 | i | -9% | 7% | -3% | -4% | 15% | 1 | 5%
CCCCNC(=O)CC1N=C2c3ccccc3N=C(SCC(=O)Nc3cccc(OC)c3)N2C1=O (stereo not drawn) | 7 | i | -1% | 9% | -2% | -9% | 15% | 11 | -2%
CS(=O)(=O)N(CC(O)Cn1c2ccccc2c2ccccc21)c1ccccc1 (stereo not drawn) | 2 | i | 0% | 0% | 31% | 32% | 2% | 8 | 1%
COc1ccc(C)cc1NC(=O)CSc1nnc(COc2ccccc2)n1Cc1ccco1 | 5 | i | 5% | 10% | 10% | 2% | 9% | 9 | 20%
c1cc2c(c(NCc3ccncc3)c1)CCCC2 | 12 | i | 2% | 7% | 4% | -6% | 5% | 0 | 0%
O=C(NCCN1CCOCC1)c1ccc2c(c1)N(Cc1ccc(F)cc1)C(=O)CS2 | 0 | i | -2% | -1% | -4% | -12% | . | 3 | -2%
CNc1ccccc1-n1ccc(-c2ccccc2)n1 | 0 | i | 3% | 19% | -12% | -7% | 5% | 0 | -2%
CN(C)c1nc(OCCNC(=O)COc2ccc(Cl)cc2Cl)nc(N2CCOCC2)n1 | 11 | i | 6% | 12% | 1% | 0% | 2% | 9 | -4%
COc1cc(C2=NOC(C(=O)NC3CCCCC3)C2)cc(OC)c1OC (stereo not drawn) | 0 | i | -8% | 10% | -4% | -10% | 19% | 11 | -5%
Cc1cc(C(=O)OCC(=O)NCc2ccco2)c(C)n1-c1ccc(F)cc1 | 2 | i | 0% | 9% | 40% | 37% | -2% | 6 | 64%*
CCCOc1ccc(N2C(=O)CC(N3CCCC(C(=O)N4CCCC4)C3)C2=O)cc1 (stereo not drawn) | 7 | i | 0% | 2% | -5% | -4% | 11% | 5 | 0%
O=C(CSc1nnc(-c2ccccc2O)o1)N1CCc2ccccc2C1 | 6 | i | -5% | 5% | -1% | -7% | 2% | 0 | 4%
Cc1noc(C)c1CSc1nc2ccccc2nc1NS(=O)(=O)c1ccc(Cl)cc1 | 0 | i | 5% | 13% | 65%* | 81%* | . | 1 | 4%
